Screening data (PubChem BioAssay)
FXIa inh – human FXIa protease inhibitors, primary screen, biochemical, 1536-well | Coagulation factor XI (Homo sapiens), P03951 | purified FXIa, Boc-Glu-Ala-Arg-AMC fluorogenic substrate | inhibition, % at 5 µM | 0.14% of 220,000 active | AID 798, 2007;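 active = inhibition of at least 40%; inactive = inhibition below 40%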;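 note: fluorescence of freed AMC excited at 355 nm; 0% = enzyme without compound and 100% = no enzyme blank; many of its hits are not listed in these tables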
PERK inh – block of dimerizer-induced PERK translation repression, primary screen, PERK inhibitor project, CHO PERK-DD cells, SEAP luminescence, HTS. Eukaryotic translation initiation factor 2-alpha kinase 3 (Homo sapiens), Q9NZJ5. CHO PERK-DD fusion, SEAP luminescence translation reporter. inhibition, % at 5.6 µM. 0.17% of 220,000 active. AID 1416, 2008;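 active = inhibition above the mean inhibition of all tested compounds plus 3 SD, set separately per screening campaign, cut at about 2.9% in these data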;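 note: PERK kinase domain activated by AP20187 dimerizer at 100 nM; 0% = DMSO with dimerizer and 100% = rapamycin at 8.4 µM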
KLK5 inh – human KLK5 protease inhibitors, primary screen, biochemical, 1536-well; inhibition, % at 5 µM; 0.59% of 210,000 active; recombinant hK5, fluorogenic AMC substrate cleavage; Kallikrein-5 (Homo sapiens), Q9Y337; AID 873, 2007;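 active = inhibition of 40% or more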;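 note: 0% = enzyme controls without compound and 100% = no-enzyme blanks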
FXIIa inh 1536 – human FXIIa protease inhibitors, primary screen, biochemical, 1536-well | Coagulation factor XII (Homo sapiens), P00748 | purified FXIIa, Boc-QGR-AMC fluorogenic substrate, 2 h | inhibition, % at 5 µM | 0.3% of 220,000 active; in the data active = inhibition above about 40%;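 note: 0% = enzyme with no compound and 100% = blank without enzyme; many of its hits are not listed in these tables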
Target sequence (P00748 20-372 limits assumed): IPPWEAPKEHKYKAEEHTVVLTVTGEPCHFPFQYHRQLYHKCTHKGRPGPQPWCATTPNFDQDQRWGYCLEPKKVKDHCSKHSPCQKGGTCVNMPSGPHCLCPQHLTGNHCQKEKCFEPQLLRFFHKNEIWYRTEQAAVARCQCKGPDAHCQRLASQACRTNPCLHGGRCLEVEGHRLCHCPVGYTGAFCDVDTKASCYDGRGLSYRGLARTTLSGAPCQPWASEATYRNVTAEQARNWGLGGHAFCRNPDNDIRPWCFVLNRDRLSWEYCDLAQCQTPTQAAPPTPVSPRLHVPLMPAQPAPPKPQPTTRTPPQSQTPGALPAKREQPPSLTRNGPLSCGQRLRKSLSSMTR
Target sequence (P00748 373-615 limits assumed): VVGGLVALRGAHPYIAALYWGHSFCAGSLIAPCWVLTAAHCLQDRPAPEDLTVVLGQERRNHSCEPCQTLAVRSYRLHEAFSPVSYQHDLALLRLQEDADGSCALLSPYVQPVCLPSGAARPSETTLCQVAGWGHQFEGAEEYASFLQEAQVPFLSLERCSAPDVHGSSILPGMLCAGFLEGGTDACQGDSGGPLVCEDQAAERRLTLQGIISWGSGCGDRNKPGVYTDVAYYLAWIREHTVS
Rad51 HR inh – human RAD51 strand exchange inhibitors, primary screen, biochemical, fluorescence | DNA repair protein RAD51 homolog 1 (Homo sapiens), Q06609 | hRad51 DNA strand exchange, fluorescence dequenching | inhibition, % at 10 µM | 0.085% of 200,000 active;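 active = inhibition above 40% at the single screening dose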;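 note: 0% = DMSO control wells and 100% = blanks with heterologous ssDNA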
Target sequence (Q06609 whole entry, looked up): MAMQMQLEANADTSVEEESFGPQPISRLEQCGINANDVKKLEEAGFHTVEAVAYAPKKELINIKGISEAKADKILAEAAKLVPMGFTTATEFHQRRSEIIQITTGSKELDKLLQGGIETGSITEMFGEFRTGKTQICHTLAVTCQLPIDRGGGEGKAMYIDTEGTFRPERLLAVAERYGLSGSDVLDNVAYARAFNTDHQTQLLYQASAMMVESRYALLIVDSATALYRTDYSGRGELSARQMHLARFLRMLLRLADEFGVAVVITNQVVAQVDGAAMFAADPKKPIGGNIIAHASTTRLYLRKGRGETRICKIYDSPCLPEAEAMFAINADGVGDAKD
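Material: Human Rad51 nucleoprotein filaments preassembled on unlabelled ssDNA | Also added: Labelled 47-mer dsDNA for strand exchange | Dosing: Single dose, 10 µM final compound | Schedule: 30-min compound preincubation and 15-min exchange, both room temperature | Technique: Fluorescence dequenching at 485/520 nm | Measure: Percent inhibition relative to plate controls and blanks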
KCC2 mod – KCC2 cotransporter modulators, thallium flux, primary screen, cell-based, HEK293 KCC2, FluoZin-2 fluorescence, MLSMR | Solute carrier family 12 member 5 (Homo sapiens), Q9H2X9 | KCC2 cells, thallium flux FluoZin-2 fluorescence | B-score of Tl+ flux slope (higher = more flux/activation; lower = inhibition) at 10 µM | 2.2% of 190,000 active | AID 1456, 2008;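 active = thallium flux slope and its plate-corrected score both differing from the plate sample mean at a set confidence after two filtering rounds, in either direction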;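 note: slope of fluorescence scaled to starting intensity during 10 to 20 s after thallium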
Furin inh – human furin inhibitors, primary screen, biochemical, fluorescence intensity. P09958. AID 463115, 2010. inhibition, % at 30 µM. purified furin, fluorogenic substrate cleavage. 0.061% of 220,000 active; in the data active = inhibition above about 25%; note: inactives centre near -15
Calpain2 inh – inhibitors of pig calpain II, primary screen, biochemical, fluorogenic peptide substrate, 1536-well; inhibition, % at 16 µM; AID 1236, 2008; purified calpain II, 30 min; 0.37% of 220,000 active;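 active = inhibition above about 50%, limit read from the data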
Thrombin inh – human alpha-thrombin inhibitors, primary screen, counter-screen for coagulation protease inhibitor project, biochemical, 1536-well, fluorogenic AMC substrate. Boc-VPR-AMC fluorogenic substrate cleavage. inhibition, % at 5 µM. 0.26% of 220,000 active;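 active = inhibition at or above 40%; inactive = inhibition below 40%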;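 note: 0% = enzyme with no compound and 100% = wells without enzyme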
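System: human alpha-thrombin protein; Compound dosing: one concentration per compound, 5 µM, with 0.2% DMSO; Timing: reaction at room temperature; Technique: AMC fluorescence, 355/460 nm; Controls: enzyme without compound as high, wells lacking enzyme as low.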
Starred values were filed as active, the others as inactive; . = not tested or not shown; [ ] = another dose, or the depositor's remark. This is a subset. The share of hits here may be higher or lower than overall.

no.	SMILES	Calpain2 inh	Rad51 HR inh	KLK5 inh	FXIIa inh 1536	PERK inh	FXIa inh	KCC2 mod	Furin inh	Thrombin inh
1	Cc1nnc(SCC(=O)NC2CC2)n1CCc1ccccc1	24	10	-21	2	1.1	-7	0.23	-27	-9
2	OCCC1CN(Cc2nc(-c3ccccc3)cs2)CCN1C1CCCC1 (stereo not drawn)	-8	-1	5	9	-1.1	-3	-1	-25	-5
3	O=C(NCc1nc2ccccc2[nH]1)C1=C[C@H](c2ccccc2)C[C@H](OCc2ccc(CO)cc2)O1	-10	-7	-2	3	0.3	-1	0.26	-19	-4
4	O=C(CC(Nc1ccccc1Cl)C(=O)O)c1ccccc1 (stereo not drawn)	-4	5	-4	4	0.1	-1	0.47	2	.
5	COc1ccc(C(C)(C)C)cc1NC(=O)COC(=O)c1cc(SC)ccc1Cl	18	-5	13	9	-0.1	2	0.76	-9	-8
6	O=C(CN1C(=O)CSC1=O)Nc1ccccc1N1CCOCC1	3	-11	-16	15	3.1*	18	.	-8	-10
7	OC(Cn1cncn1)c1ccc(Cl)cc1 (stereo not drawn)	-17	-7	12	8	0.9	0	.	-22	-6
8	CCC(=O)N1CCc2cc(S(=O)(=O)NC(C(=O)NCc3ccc(F)cc3)C(C)C)ccc21 (stereo not drawn)	-24	-3	2	5	0.1	1	.	-11	-4
9	CCc1ccc(NS(=O)(=O)c2ccc3[nH]cc(C(=O)N(C)Cc4ccco4)c(=O)c3c2)cc1	-59	-1	-6	13	0.1	-3	-0.41	-8[20 µM]	-3
10	Cc1ccc(Nc2nc(-c3ccncc3)cs2)cc1	-15	19	-6	0	-1.2	-6	0.078	-11	-9
11	O=C(NN=C1CCCCCC1)c1ccc(Br)o1	20	-1	5	7	-0.6	-8	0.27	-1	-9
12	Cc1ccc(NC(C(N)=O)c2c(C)[nH]c(=O)[nH]c2=O)cc1 (stereo not drawn)	-14	3	-18	-7	0.3	-7	.	-24[20 µM]	2
13	COC(=O)/C=C1\OC(c2ccccc2)=CC1=O	0	-6	-8	7	0.1	-8	-0.31	-19	-9
14	O=C(O)c1cc2n(n1)C(C(F)(F)F)CC(c1ccco1)N2 (stereo not drawn)	-6	9	10	15	-0.2	-1	0.78	-14[20 µM]	0
15	COc1ccc(N(C=O)C(=S)SC)cc1	-6	.	-1	7	1.2	-1	2.4	-23	-7
16	O=C(O)COc1ccccc1/C=N/NC(=O)CSc1nc2ccccc2n1Cc1ccccc1Cl	3	14	2	13	-0.7	7	.	-10	0
17	COc1ccc(-c2noc(CSc3nc(-c4ccccc4)cc(=O)[nH]3)n2)cc1	-34	4	-6	12	1.6	-4	0.15	-11[20 µM]	0
18	Cc1cccc(-n2cnc(C(=O)O)c2)n1	-9	-10	-3	7	1.2	3	.	-20	-3
19	CN(C)CCCN1C(=O)C2CCc3[nH]c4ccccc4c3C2C1=O (stereo not drawn)	12	-10	4	6	-0.1	-2	0.0024	-7	-11
20	COc1ccc(Oc2ncccc2[N+](=O)[O-])cc1	14	-16	-9	2	0.7	-5	1.1	-3	-11
21	CN(C)c1nc(N(C)C)nc(N2CC(=O)N(c3ccccc3)C2=N)n1	5	.	3	11	0.4	4	.	-34	2
22	COc1ccccc1NC(=S)N(Cc1ccc(C)cc1)Cc1cccnc1	14	9	-5	6	0.8	-2	-1.2	-23	0
23	O=C(CSc1nnc(-c2ccccc2)n1-c1ccccc1)c1ccc[nH]1	3	2	5	-1	-0.4	-7	0.0071	-12	23
24	CCNC(=S)Nc1c(C)n(C)n(-c2ccccc2)c1=O	2	3	-1	7	0.5	-6	-0.92	-13	-1
25	CC(C)n1c(C(=O)OCC(=O)NCc2ccc3c(c2)OCO3)cc2occc21	6	-2	6	17	-0.4	6	-0.94	-17	-4
26	COc1ccc(C(=O)N2CC=C(c3ccccc3)CC2)cc1S(=O)(=O)N1CCOCC1	-49	3	4	6	-0.9	1	.	-13	-5
27	CC1(C)CC(=O)C=C(N2CCCC2)C1	-15	-3	-11	19	0.2	11	0.81	-17[20 µM]	2
28	Cc1ccc(S(=O)(=O)Cn2nnnc2C(C(C)C)N2CCN(Cc3ccco3)CC2)cc1 (stereo not drawn)	-6	0	11	10	-0.4	-1	-2.5*	-26	0
29	O=C(Oc1ccc(OC(=O)N2CCCCC2)cc1)N1CCCCC1	-13	11	-2	3	1.0	-2	0.35	-18	-7
30	CCCn1nnnc1SCC(=O)N1CCOCC1	19	3	-27	10	0.9	-18	0.3	-22	-3
31	COc1ccccc1-c1noc(CCCC(=O)N2CCOCC2)n1	-22	.	-1	3	0.9	0	-0.095	-25	-9
32	c1ccc(N2CCCCC2)c(NC2=NCCC2)c1	-10	5	-14	18	1.6	5	0.17	-5	6
33	O=C(Oc1ccccc1[N+](=O)[O-])c1cccnc1	5	.	-1	21	1.0	3	2.5	-25[20 µM]	12
34	O=C(COC(=O)/C=C/c1ccccc1)Nc1cccc(Oc2ccccc2)c1	39	-19	-8	12	0.7	6	0.37	-32	-4
35	COc1ccc(/C=C/C(=O)c2c(O)ccc3c(C)cc(=O)oc23)cc1	-12	2	-6	5	0.1	-2	0.097	-11	-16
36	CCn1c(C)[n+](CC)c2ccc(S(=O)(=O)NC)cc21	-33	21	5	5	1.9	-3	-1.4	-41	-10
37	O=c1c2cc(NC(=S)NC3CCCCC3)ccc2nc2n1CCCCC2	-13	2	-5	7	0.0	-5	-0.73	-21	-9
38	Cc1noc(NS(=O)(=O)c2ccc(NC(=O)c3ccc(OC(C)C)cc3)cc2)c1C	-10	-2	-1	8	1.3	2	-0.46	-31	-12
39	CCn1c(SCC(=O)Nc2nc3ccc(C)cc3s2)nc2c(c1=O)SC(C)C2 (stereo not drawn)	-7	.	1	1	-0.6	0	-2	-17	1
40	CCN1CCN(C(C)C(=O)Nc2c(C)n(C)n(-c3ccccc3)c2=O)CC1 (stereo not drawn)	-30	-8	-23	19	-0.3	5	0.11	-31[20 µM]	4
41	O=C(c1ccc(S(=O)(=O)c2ccccc2Cl)c([N+](=O)[O-])c1)N1CCCCCC1	8	2	-23	9	-0.2	5	-0.28	-17	1
42	COc1ccccc1NC(CC(=O)c1ccccc1)C(=O)OCC(=O)c1ccc(C)cc1 (stereo not drawn)	12	0	-4	5	0.6	8	1.3	-14	9
43	CSc1nc2ccc(S(=O)(=O)N3CCCC3)cc2s1	-11	-5	0	16	-0.2	0	.	-23[20 µM]	2
44	O=[N+]([O-])c1ccc(Sc2ccccn2)nc1	6	-2	14	2	0.7	-1	1.5	-6	-5
45	C/C(=N\Nc1ccccn1)c1ccc(OC(F)F)cc1	-9	.	.	5	0.6	0	-1	-20	-4
46	COC(=O)c1cnn2c3c(c(C)nc12)CCCC3	-242	4	-8	21	0.6	6	-0.15	-20	3
47	CNCCCOc1ccc2c(c1)CCC2	-12	3	-1	1	1.2	-4	2.1	-36	-9
48	CCN1CCN(C(c2cccs2)C(C)NS(=O)(=O)c2ccccc2)CC1 (stereo not drawn)	57*	8	-2	13	0.2	0	0.71	-23	-5

Overlap with the part before: 2 compounds; new compounds follow.
no.	SMILES	Calpain2 inh	Rad51 HR inh	KLK5 inh	FXIIa inh 1536	PERK inh	FXIa inh	KCC2 mod	Furin inh	Thrombin inh
47	CNCCCOc1ccc2c(c1)CCC2	-12	3	-1	1	1.2	-4	2.1	-36	-9
48	CCN1CCN(C(c2cccs2)C(C)NS(=O)(=O)c2ccccc2)CC1 (stereo not drawn)	57*	8	-2	13	0.2	0	0.71	-23	-5
49	O=C(Nc1cccc(Br)c1)c1ccccc1-c1ccccc1	19	3	-2	8	0.2	10	-1	-18	-4
50	COc1cccc(/C=N/NC(=O)CCc2n[nH]c(=O)[nH]c2=O)c1O	-7	-2	-24	-2	0.8	6	0.048	-24	-5
51	COc1ccccc1OCCn1c(=O)n(C)c2ccccc21	-10	11	-5	4	1.6	-2	0.44	3	7
52	CCC(=O)Nc1ccc(-c2nnc(SCC(=O)NCC3CCCO3)n2C)cc1 (stereo not drawn)	0	1	-6	2	0.2	-3	1.1	-5	-10
53	Cc1nn(-c2ccccc2C(F)(F)F)c(=O)c2noc(C)c12	5	15	1	5	1.6	11	0.12	-23	2
54	O=C(O)c1ccc(N2C(=O)c3cccc(Oc4ccc(Cl)cc4)c3C2=O)cc1	-2	6	-15	15	0.6	10	-0.93	-9	1
55	O=C(Nc1ccccc1Cl)c1cc(S(=O)(=O)N2CCOCC2)cs1	-30	-6	3	15	0.7	3	0.084	-16[20 µM]	2
56	Cc1nc2sc(C(c3cccc(F)c3)N3CCCCC3)c(O)n2n1 (stereo not drawn)	-9	1	2	1	0.0	0	-1.2	-22[20 µM]	-10
57	O=C(Nc1cccc(C(F)(F)F)c1)c1ccc2nc(-c3ccco3)c(-c3ccco3)nc2c1	-49	6	-4	28	-1.2	21	.	-20[20 µM]	3
58	COc1ccc(/C=N/NC(=O)c2ccccc2O)cc1Cn1cc(Cl)cn1	-48	7	-9	23	0.4	21	.	-10[20 µM]	2

In the list so far, eight have a Cl atom.
no.	SMILES	Calpain2 inh	Rad51 HR inh	KLK5 inh	FXIIa inh 1536	PERK inh	FXIa inh	KCC2 mod	Furin inh	Thrombin inh
4	O=C(CC(Nc1ccccc1Cl)C(=O)O)c1ccccc1 (stereo not drawn)	-4	5	-4	4	0.1	-1	0.47	2	.
5	COc1ccc(C(C)(C)C)cc1NC(=O)COC(=O)c1cc(SC)ccc1Cl	18	-5	13	9	-0.1	2	0.76	-9	-8
7	OC(Cn1cncn1)c1ccc(Cl)cc1 (stereo not drawn)	-17	-7	12	8	0.9	0	.	-22	-6
16	O=C(O)COc1ccccc1/C=N/NC(=O)CSc1nc2ccccc2n1Cc1ccccc1Cl	3	14	2	13	-0.7	7	.	-10	0
41	O=C(c1ccc(S(=O)(=O)c2ccccc2Cl)c([N+](=O)[O-])c1)N1CCCCCC1	8	2	-23	9	-0.2	5	-0.28	-17	1
54	O=C(O)c1ccc(N2C(=O)c3cccc(Oc4ccc(Cl)cc4)c3C2=O)cc1	-2	6	-15	15	0.6	10	-0.93	-9	1
55	O=C(Nc1ccccc1Cl)c1cc(S(=O)(=O)N2CCOCC2)cs1	-30	-6	3	15	0.7	3	0.084	-16[20 µM]	2
58	COc1ccc(/C=N/NC(=O)c2ccccc2O)cc1Cn1cc(Cl)cn1	-48	7	-9	23	0.4	21	.	-10[20 µM]	2
